APJ ag – agonists of human apelin receptor APJ, primary screen, CHO-K1 cells, PathHunter beta-arrestin, luminescence | 0% DMSO wells, 100% apelin | P35414 | 0.11% of 330,000 active | activation, % at 20 µM;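 active = activation more than six SD over the plate average, tested at 20 µM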;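 also: 0% = DMSO alone and 100% = apelin-13 at 10 nM; some results filed as inactive read as strong as hits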
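Material: CHO-K1 APJ beta-arrestin complementation cell line; Input: cell density 1000 per well; Incubation: compound stimulation 90 min at 25 °C, detection 60 min; Signal: luminescence from split beta-galactosidase complementation, Galacton Star/Emerald II substrate; Controls: DMSO-only wells as negative, 10 nM Apelin-13 as positive control.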
tim23-1 inh – growth inhibitors of tim23-1 mutant yeast, primary screen, luminescence, uHTS; S. cerevisiae tim23-1 growth, BacTiter-Glo luminescence, 24 h; inhibition, % at 20 µM; 1.3% of 330,000 active;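 active = growth inhibition of the mutant yeast at or above 50%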;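 also: temperature-sensitive mutant grown at 25 °C; plate controls were DMSO-treated mutant yeast for no effect and medium wells lacking yeast for full effect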
EBI2 antag – EBI2 receptor antagonists, beta-arrestin recruitment, primary screen, cell-based, luminescence, 7a,25-OHC stimulation, uHTS | AID 651636, 2012 | inhibition, % at 5 µM | G-protein coupled receptor 183 (Homo sapiens), P32249 | 0.81% of 360,000 active | 7a,25-OHC stimulated; in the data active = inhibition above about 38%;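 also: enzyme fragment complementation signal reports receptor beta-arrestin coupling in cells; 0% = agonist plus DMSO wells and 100% = wells without agonist; some results beyond the cut were filed as inactive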
Target sequence (P32249 whole entry, looked up, the tested form may be a part): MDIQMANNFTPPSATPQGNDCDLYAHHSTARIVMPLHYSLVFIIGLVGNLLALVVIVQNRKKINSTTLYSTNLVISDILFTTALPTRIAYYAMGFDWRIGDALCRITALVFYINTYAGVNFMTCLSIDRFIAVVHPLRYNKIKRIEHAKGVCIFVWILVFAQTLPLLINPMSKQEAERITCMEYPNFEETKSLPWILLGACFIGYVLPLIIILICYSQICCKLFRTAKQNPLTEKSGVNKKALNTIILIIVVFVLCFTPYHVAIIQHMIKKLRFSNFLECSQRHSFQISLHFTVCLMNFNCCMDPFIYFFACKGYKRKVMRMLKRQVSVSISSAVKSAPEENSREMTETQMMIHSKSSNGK
APJ antagonist – antagonists of human apelin receptor APJ, primary screen, CHO-K1 cells, beta-arrestin complementation, luminescence; 0.32% of 330,000 active; P35414; AID 2521, 2010; inhibition, % at 20 µM;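 active = inhibition above about 40% at 20 µM, limit read from the data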;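 also: cells challenged with 10 nM apelin-13 agonist together with compound; plate controls were apelin-13 plus DMSO wells for no effect and DMSO wells lacking apelin-13 for full effect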
XBP1 UPR activ – activators of adaptive XBP1 UPR arm, primary screen, cell-based, CHO-XBP1 luciferase reporter, luminescence, uHTS; IRE1-XBP1 UPR activation; percent of tunicamycin response, DMSO as zero; activation, % at 20 µM; 0.33% of 330,000 active; AID 463104, 2010;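 active = versus positive control, 20 µM dose yields 30% or more activation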;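 also: 100% = tunicamycin at 10 µg/mL and 0% = DMSO only wells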
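Material: CHO cell line with stable XBP1 luciferase reporter; schedule: 16-18 h cell attachment at 37 °C, then 6 h compound exposure; signal: glow luminescence from Steady-Glo reagent; medium: serum-containing F12 medium, 10% FBS; benchmarks: tunicamycin 10 µg/mL and vehicle-only wells; read-out: percent activation relative to tunicamycin reference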
CHOP UPR activ – activators of apoptotic CHOP UPR arm, primary screen, cell-based, CHO-CHOP luciferase reporter, luminescence, uHTS; UPR activation; percent of tunicamycin response over DMSO baseline; 0.34% of 330,000 active; activation, % at 10 µM;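 active = at 10 µM dose, activation of 40% or more, normalized to positive control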;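 also: 100% = tunicamycin at 10 µg/mL and 0% = DMSO alone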
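Evaluation: % reporter activation, DMSO baseline versus tunicamycin full activation; System: CHO-CHOP luciferase reporter cell line; Input: 500 cells/well; Incubation: 6 h compound treatment, 37 °C; Measured by: Steady-Glo luciferase luminescence; Dosing: one dose, 10 µM in 0.5% DMSO; Buffer or medium: F12 medium, 10% FBS; Benchmarks: positive tunicamycin 10 µg/mL, negative DMSO alone.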
CXCR6 block – CXCR6 receptor inhibitors, primary screen, cell-based, beta-arrestin, luminescence, CHO-K1 PathHunter, 1536-well. C-X-C chemokine receptor type 6 (Homo sapiens), O00574. inhibition, % at 20 µM. 0.36% of 360,000 active; in the data active = inhibition above about 34%, passing the limit was not always enough;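 also: antagonist mode with CXCL16 agonist at 10 nM final; 0% = 10 nM CXCL16 with DMSO and 100% = unstimulated wells without agonist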
Target sequence (O00574 whole entry, looked up): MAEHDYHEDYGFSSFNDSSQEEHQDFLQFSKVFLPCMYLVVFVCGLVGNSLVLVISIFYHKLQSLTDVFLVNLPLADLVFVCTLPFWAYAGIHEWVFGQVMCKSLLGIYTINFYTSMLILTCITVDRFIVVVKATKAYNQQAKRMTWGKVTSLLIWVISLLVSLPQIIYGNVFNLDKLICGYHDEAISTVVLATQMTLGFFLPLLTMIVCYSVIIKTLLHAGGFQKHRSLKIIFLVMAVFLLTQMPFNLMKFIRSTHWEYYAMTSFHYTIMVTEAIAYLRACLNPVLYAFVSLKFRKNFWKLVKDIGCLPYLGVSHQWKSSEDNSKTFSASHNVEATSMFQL
CCR6 antagonist – CCR6 receptor antagonists, primary screen, cell-based, CHO-K1, luminescence, beta-arrestin, uHTS | CHO-K1 CCR6 PathHunter beta-arrestin, CCL20-stimulated | inhibition, % at 20 µM | 0.49% of 340,000 active | AID 493098, 2011;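 active = compounds whose inhibition of the agonist-driven luminescence signal at 20 µM reaches about 50%, limit read from the data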;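 also: cells stimulated with CCL20 at 14 nM final; plate controls were DMSO with CCL20 for no effect and DMSO without agonist for full effect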
Target sequence (P51684 whole entry, looked up): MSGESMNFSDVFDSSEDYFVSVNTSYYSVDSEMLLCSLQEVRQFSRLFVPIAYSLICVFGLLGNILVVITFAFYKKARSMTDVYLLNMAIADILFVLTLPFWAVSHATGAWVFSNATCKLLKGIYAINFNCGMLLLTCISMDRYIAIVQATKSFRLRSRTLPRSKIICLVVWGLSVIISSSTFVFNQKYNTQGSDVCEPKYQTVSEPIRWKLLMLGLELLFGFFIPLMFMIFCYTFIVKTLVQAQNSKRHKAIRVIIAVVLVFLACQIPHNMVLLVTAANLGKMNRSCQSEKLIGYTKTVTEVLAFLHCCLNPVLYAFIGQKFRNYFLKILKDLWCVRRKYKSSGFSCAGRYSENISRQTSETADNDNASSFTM
Mdm2-MdmX inh – inhibitors of human Mdm2-MdmX association, primary screen, cell-based, luminescence, split luciferase, SaOS-2, uHTS | inhibition, % at 8 µM | Protein Mdm4 (Homo sapiens) + E3 ubiquitin-protein ligase Mdm2 (Homo sapiens), … | 3% of 330,000 active | SaOS-2 split-luciferase Mdm2/MdmX complementation | AID 485346, 2010;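 active = inhibition of at least 50% at 8 µM in the primary screen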
* = called active by the depositor.

Cc1cccn2c(=O)c3cc(C(=O)N4COCC4(C)C)sc3nc12 was read as APJ ag -0.4, tim23-1 inh 17.8, EBI2 antag -6.2, APJ antagonist -3.2, XBP1 UPR activ 9.9, CHOP UPR activ 2.0, CXCR6 block 0.7, CCR6 antagonist 2.6 and Mdm2-MdmX inh -4.4.
Screening COc1ccc(N2C(=O)CSC2c2ccccc2)cc1 (configuration not stated) returned APJ ag -3.6, tim23-1 inh 2.8, EBI2 antag 3.2, APJ antagonist 16.0, XBP1 UPR activ -6.9, CHOP UPR activ -2.7, CXCR6 block -10.2, CCR6 antagonist 7.0 and Mdm2-MdmX inh 18.7.
For O=C(COc1cccc2ccccc12)N1c2ccccc2CCc2ccccc21 the results were APJ ag -8.7, tim23-1 inh 14.3, EBI2 antag 20.6, APJ antagonist -0.1, XBP1 UPR activ 3.2, CHOP UPR activ 0.9, CXCR6 block 8.6, CCR6 antagonist 9.7 and Mdm2-MdmX inh 40.2.
For CS(=O)(=O)NN1C(=O)c2ccccc2NC12CCCC2 the results were APJ ag -1.8, tim23-1 inh -0.8, EBI2 antag -6.4, APJ antagonist 12.0, XBP1 UPR activ -4.1, CHOP UPR activ 0.2, CXCR6 block -2.3, CCR6 antagonist -7.1 and Mdm2-MdmX inh -16.2.
For O=C(C[N+]1(CC#Cc2ccccc2)CCOCC1)c1ccccc1 the results were APJ ag -3.4, tim23-1 inh 16.1, EBI2 antag 11.1, APJ antagonist 18.4, XBP1 UPR activ -0.7, CHOP UPR activ -0.4, CXCR6 block 13.6, CCR6 antagonist 12.2 and Mdm2-MdmX inh -15.7.
For CN(C)S(=O)(=O)c1cc(NC(=O)COC(=O)c2nc(Cl)ccc2Cl)ccc1Cl the results were APJ ag 0.1, tim23-1 inh 16.9, EBI2 antag -4.0, APJ antagonist -6.0, XBP1 UPR activ -1.2, CHOP UPR activ -1.8, CXCR6 block -12.9, CCR6 antagonist 6.1 and Mdm2-MdmX inh -5.6.
CCn1c2ccccc2c2cc([N+](=O)[O-])ccc21 was read as APJ ag -3.4, tim23-1 inh -19.4, EBI2 antag 13.7, APJ antagonist 7.9, XBP1 UPR activ -3.2, CHOP UPR activ 0.4, CXCR6 block 1.1, CCR6 antagonist 2.2 and Mdm2-MdmX inh -3.9.
Screening CCOc1ccc(CC2NCCc3cc(OCC)c(OCC)cc32)cc1OCC (configuration not stated) returned APJ ag 0.5, tim23-1 inh 27.8, EBI2 antag 5.0, APJ antagonist -14.2, XBP1 UPR activ 0.9, CHOP UPR activ -0.3, CXCR6 block -2.8, CCR6 antagonist 11.1 and Mdm2-MdmX inh 11.3.
`O=c1cc(Cl)[nH]c(=O)n1Cc1ccc(F)cc1` gave APJ ag 0.5, tim23-1 inh 0.1, EBI2 antag -2.7, APJ antagonist 5.0, XBP1 UPR activ -2.9, CHOP UPR activ -0.7, CXCR6 block 5.2, CCR6 antagonist -10.3 and Mdm2-MdmX inh 15.3.
Screening CC12CCC(C(=O)Nc3cc(F)ccc3F)(CC1=O)C2(C)C (configuration not stated) returned APJ ag -1.8, tim23-1 inh 0.3, EBI2 antag -7.0, APJ antagonist 15.2, XBP1 UPR activ -2.2, CHOP UPR activ 0.2, CXCR6 block 9.8, CCR6 antagonist -20.6 and Mdm2-MdmX inh 17.4.
`CCCc1cc(=O)n2[nH]c(Cc3ccccc3)nc2n1` gave APJ ag 0.5, tim23-1 inh 20.5, EBI2 antag -4.3, APJ antagonist 5.2, XBP1 UPR activ -1.2, CHOP UPR activ -1.7, CXCR6 block -7.4, CCR6 antagonist -6.3 and Mdm2-MdmX inh 47.9.
`CCNC(=O)COC(=O)/C=C/c1c(C)nn(Cc2cccc(OC)c2)c1Cl` gave APJ ag -2.2, tim23-1 inh 6.7, EBI2 antag -6.8, APJ antagonist 3.1, XBP1 UPR activ -2.3, CHOP UPR activ -1.6, CXCR6 block -0.5, CCR6 antagonist 8.8 and Mdm2-MdmX inh 11.4.
Cc1ccc(N(Cc2cc(=O)[nH]c3ccccc23)C(=O)C(C)C)cc1 was read as APJ ag -1.8, tim23-1 inh 33.2, EBI2 antag 3.3, APJ antagonist -9.0, XBP1 UPR activ -0.6, CHOP UPR activ -1.1, CXCR6 block -2.3, CCR6 antagonist 14.1 and Mdm2-MdmX inh 7.0.
c1ccc2cc(Cn3ccnc3)ccc2c1 was read as APJ ag 0.6, tim23-1 inh -9.4, EBI2 antag -5.1, APJ antagonist 3.2, XBP1 UPR activ -3.9, CHOP UPR activ -0.2, CXCR6 block -9.0, CCR6 antagonist 15.8 and Mdm2-MdmX inh -0.5.
For O=C(C1=C[C@@H](C2CCCCC2)C[C@@H](OCCCCO)O1)N1CCN(Cc2ccc3c(c2)OCO3)CC1 the results were APJ ag -3.1, tim23-1 inh 10.2, EBI2 antag 19.5, APJ antagonist -42.6, XBP1 UPR activ -3.8, CHOP UPR activ -0.9, CXCR6 block 1.7, CCR6 antagonist 19.3 and Mdm2-MdmX inh 14.4.
`Nc1nonc1C(=O)NC(c1ccccc1)c1ccccc1` gave APJ ag -3.4, tim23-1 inh 7.9, EBI2 antag -1.2, APJ antagonist 7.4, XBP1 UPR activ 1.1, CHOP UPR activ -4.1, CXCR6 block -3.1, CCR6 antagonist 17.3 and Mdm2-MdmX inh 23.9.
Screening Cc1nn(Cc2ccccc2)c(Cl)c1C(=O)NC(C)(C)C returned APJ ag 0.0, tim23-1 inh 9.7, EBI2 antag -4.0, APJ antagonist 1.5, XBP1 UPR activ 0.3, CHOP UPR activ 2.8, CXCR6 block -3.4, CCR6 antagonist 10.8 and Mdm2-MdmX inh 1.3.
CC(C)(CNC(=O)Cc1ccc(Cl)cc1Cl)N1CCCCC1 was read as APJ ag -2.5, tim23-1 inh 11.2, EBI2 antag -4.4, APJ antagonist 1.9, XBP1 UPR activ -0.4, CHOP UPR activ -0.9, CXCR6 block 5.1, CCR6 antagonist 8.9 and Mdm2-MdmX inh -16.8.
For CC(C)(C)n1nc2c(c1NC(=O)CCCc1ccccc1)CS(=O)C2 (configuration not stated) the results were APJ ag -0.2, tim23-1 inh 5.6, EBI2 antag -6.1, APJ antagonist -7.5, XBP1 UPR activ -0.7, CHOP UPR activ 0.1, CXCR6 block 2.6, CCR6 antagonist 9.1 and Mdm2-MdmX inh 14.3.
Screening Cc1sc(NC(=O)c2cccc([N+](=O)[O-])c2)c(C(N)=O)c1-c1ccc(C(C)(C)C)cc1 returned APJ ag 3.2, tim23-1 inh 10.5, EBI2 antag 17.9, APJ antagonist -0.8, XBP1 UPR activ -0.9, CHOP UPR activ 10.0, CXCR6 block -15.9, CCR6 antagonist -10.2 and Mdm2-MdmX inh -7.0.
`CN1CCN(S(=O)(=O)c2cccc(C(=O)N(C)Cc3cccs3)c2)CC1` gave APJ ag -4.2, tim23-1 inh 12.1, EBI2 antag 0.1, APJ antagonist 9.9, XBP1 UPR activ -1.8, CHOP UPR activ -1.1, CXCR6 block 2.6, CCR6 antagonist 0.7 and Mdm2-MdmX inh -22.5.
CCC(C(=O)Nc1nc(C)cs1)c1ccccc1 (configuration not stated) was read as APJ ag 1.7, tim23-1 inh 14.9, EBI2 antag -3.7, APJ antagonist 7.9, XBP1 UPR activ 0.1, CHOP UPR activ 0.1, CXCR6 block 2.9, CCR6 antagonist 1.4 and Mdm2-MdmX inh -2.9.
CCOCCOC(=O)C1=C(C)N(C)C(=O)NC1c1cc(Cl)c(O)c(OC)c1 (configuration not stated) was read as APJ ag 2.2, tim23-1 inh 21.6, EBI2 antag -12.3, APJ antagonist -3.8, XBP1 UPR activ -1.4, CHOP UPR activ -2.8, CXCR6 block 3.2, CCR6 antagonist 11.8 and Mdm2-MdmX inh -29.6.
`COc1ccc(S(=O)(=O)N(C)c2ccc(C(=O)NCc3ccccn3)cc2)cc1OC` gave APJ ag 4.3, tim23-1 inh 11.6, EBI2 antag 4.5, APJ antagonist -0.9, XBP1 UPR activ 0.0, CHOP UPR activ -1.0, CXCR6 block -5.0, CCR6 antagonist 13.4 and Mdm2-MdmX inh 6.3.
CN(C)Cc1c(O)ccc2occ(C(O)c3ccccc3)c12 (configuration not stated) was read as APJ ag -1.1, tim23-1 inh -5.4, EBI2 antag -5.7, APJ antagonist -17.5, XBP1 UPR activ -6.0, CHOP UPR activ -0.9, CXCR6 block 4.0, CCR6 antagonist 6.0 and Mdm2-MdmX inh 12.9.
COc1ccc(CN2CCn3ncc(C(=O)Nc4cc(C)cc(C)c4)c3C2=O)cc1 was read as APJ ag 1.1, tim23-1 inh 0.5, EBI2 antag 0.8, APJ antagonist -4.9, XBP1 UPR activ 22.9, CHOP UPR activ -0.7, CXCR6 block 2.7, CCR6 antagonist 33.9 and Mdm2-MdmX inh 28.0.
`C=CCn1c(Cc2csc(N)n2)nnc1SCC(=O)OCC` gave APJ ag -2.7, tim23-1 inh 19.9, EBI2 antag 0.8, APJ antagonist 2.8, XBP1 UPR activ 0.4, CHOP UPR activ 1.0, CXCR6 block 1.0, CCR6 antagonist 7.9 and Mdm2-MdmX inh 5.8.
For CCOc1ccc(NC(=O)CN2CCN(CC(=O)Nc3ccc(OC)cc3)CC2)cc1 the results were APJ ag -0.2, tim23-1 inh 2.7, EBI2 antag -1.9, APJ antagonist 14.3, XBP1 UPR activ -1.2, CHOP UPR activ -1.1, CXCR6 block -3.2, CCR6 antagonist 0.6 and Mdm2-MdmX inh 11.2.
For CCOC(=O)c1c(NC(=O)CCC(=O)NCc2ccco2)sc2c1CCCC2 the results were APJ ag -7.2, tim23-1 inh 22.0, EBI2 antag -1.8, APJ antagonist -7.6, XBP1 UPR activ 3.3, CHOP UPR activ 2.7, CXCR6 block 3.0, CCR6 antagonist 8.9 and Mdm2-MdmX inh 9.3.
For CC(C)NC(=O)C(=O)NC1CCCCCC1 the results were APJ ag -1.7, tim23-1 inh 8.4, EBI2 antag -1.7, APJ antagonist 2.1, XBP1 UPR activ -0.3, CHOP UPR activ 1.7, CXCR6 block 5.9, CCR6 antagonist 22.6 and Mdm2-MdmX inh 2.6.

Screening data: PubChem, Sanford-Burnham Center for Chemical Genomics

These rows are one share of the data, so the mix of outcomes need not match the whole.
